MLL CXXC-DNA inh: inhibitors of human MLL CXXC domain-DNA interaction; AID 2662; 290,000 compounds, 0.037% hits; Potency, µM (doses to about 115 µM), for the others: at the top dose activity change, negative = inhibition, most hits filed as inhibitors; MLL-CXXC / FITC-HOXA9 DNA fluorescence polarization; active = well fitted inhibition curve with a large enough effect in the polarisation, with a control signal flat, not every such curve was filed as active; inconclusive = small, poorly fitted or top-dose-only effect, or effect the other way, or a change in a side signal; inactive = no such curve, though single readings can be large or run the other way; the % refers to the polarisation
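Purified MLL-CXXC (added from a 7 uM solution) was preincubated 5 min at ambient with pinned compounds in 50 mM Tris-HCl pH 7.5, 50 mM NaCl, 1 mM DTT, 0.05% BSA. Fluorescein-labeled HOX-A9 DNA (50 nM solution) followed, 30 min, then polarization read.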
p53 reactivator: re-activators of mutant p53. H1299 p53-A138V BP100-luciferase reporter, luminescence, 24 h. Potency, µM (doses to about 92.2 µM), for the others: at the highest dose activity change, positive = activation, hits mostly activators. 320,000 compounds, 0.063% hits; note: % of control where 0% means no effect; nearly all actives have a fitted effect of over 45% in size
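H1299 (p53-null), stable ts p53-A138V + BP100-Luc; 1000 cells/well, Opti-MEM/10% FBS; cpd 4 pt, 1:5; 24 h, 37 deg C, 5% CO2; detection reagent 10 min RT; luminescence.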
Rab9 prom act: activates the Rab9 promoter; 320,000 compounds, 2.8% hits; Potency, µM (top dose mostly 9.22 µM), for inactives: top-dose activation, negative = inhibition, most hits filed as activators; Huh7 Rab9 promoter-luciferase reporter, luminescence, 24 h; note: % of control where 0% means no effect; nearly all actives have a fitted effect of over 60% in size
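Luciferase signal after 10 min detection reagent at ambient indicates Rab9 promoter upregulation; stably transfected Huh7 cells were treated 24 h with compound in DMSO at 37 °C, 5% CO2.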
RORg inh: ROR gamma (mouse) transcription inhibition; P51450; Drosophila S2 Gal4-RORgamma UAS-luciferase reporter, 20 h; Potency, µM (doses to about 53.6 µM), for inactives: at the top dose activity change, negative = inhibition, hits mostly inhibitors; 310,000 compounds, 5.4% hits; AID 2551; note: % is set by controls: 0 for no effect and ±100 for the full control effect; nearly all actives have a fitted effect of over 60% in size
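In this cell-based reporter format, copper sulfate (700 uM final) drives Gal4–ROR gamma fusion expression from a metallothionein promoter in Drosophila Schneider cells; compounds preincubated 1 hr, reporter read after 20 hr at ambient temperature.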
FLuc modulator: inhibits or activates purified firefly luciferase, miR-21 counter-screen. P08659. purified FLuc, Km substrates, luminescence inhibition. Potency, µM (doses to about 57.5 µM), for the others: at the highest dose activity change, negative = inhibition, usual class: inhibitors. 360,000 compounds, 6.9% hits. AID 588342;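 note: plate controls were vehicle for no effect and reference inhibitor for full effect; nearly all actives have a fitted effect of over 55% in size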
Target sequence (P08659 whole entry, looked up): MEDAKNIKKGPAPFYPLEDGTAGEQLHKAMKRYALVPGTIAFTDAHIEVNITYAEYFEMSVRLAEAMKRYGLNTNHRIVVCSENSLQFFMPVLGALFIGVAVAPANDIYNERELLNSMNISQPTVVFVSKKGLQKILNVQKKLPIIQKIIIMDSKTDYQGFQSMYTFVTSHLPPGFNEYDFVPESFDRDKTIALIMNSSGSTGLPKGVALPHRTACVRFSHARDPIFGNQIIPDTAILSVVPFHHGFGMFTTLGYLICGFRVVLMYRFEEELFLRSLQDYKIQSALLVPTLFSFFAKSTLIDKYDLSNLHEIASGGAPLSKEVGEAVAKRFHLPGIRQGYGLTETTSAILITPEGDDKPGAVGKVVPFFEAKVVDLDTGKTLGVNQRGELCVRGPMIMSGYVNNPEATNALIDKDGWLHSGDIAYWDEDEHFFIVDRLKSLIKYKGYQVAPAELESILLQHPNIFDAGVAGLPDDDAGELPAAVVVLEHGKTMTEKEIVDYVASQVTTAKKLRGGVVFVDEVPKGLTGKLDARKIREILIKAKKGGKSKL
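Biochemical qHTS of compounds, final roughly 60 µM downward over six points, against 10 nM purified firefly luciferase using Km concentrations of substrates (10 uM D-luciferin, 10 uM ATP) in Tris acetate pH 7.5 buffer; luminescence output.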
ELG1 genotox: genotoxicity induction in ELG1-luciferase HEK293T cells. 330,000 compounds, 1.3% hits. HEK293T ELG1-luciferase reporter, luminescence, 16 h. Potency, µM (highest dose often 46 µM), for the others: at the highest dose activity change, positive = activation, most hits filed as activators; note: % of control where 0% means no effect; nearly all actives have a fitted effect of over 60% in size
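DMSO vehicle served as control against compound-treated ELG1-luciferase HEK293T cells; exposure lasted 16 hr at 37 °C and 5% CO2, followed by ONE-Glo luminescence detection after 30 min.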
MBNL1 CUG block: MBNL1-poly(CUG) RNA binding inhibition | Q9NR56 | 280,000 compounds, 0.036% hits | Potency, µM (doses to about 57.5 µM), without a hit: top-dose activity change, negative = inhibition, actives largely listed as inhibitors | TR-FRET MBNL1-His/biotin-(CUG)12 binding, 665/545 ratio; active = well fitted inhibition curve with a large enough effect in the signal ratio, with a control signal flat, not every such curve was filed as active; inconclusive = small, poorly fitted or top-dose-only effect, or effect the other way, or a change in a side signal; inactive = no such curve, though single readings can be large or run the other way; the % refers to the signal ratio; note: % is set by controls: 0 for no effect and ±100 for the full control effect
Target sequence (Q9NR56 whole entry, looked up): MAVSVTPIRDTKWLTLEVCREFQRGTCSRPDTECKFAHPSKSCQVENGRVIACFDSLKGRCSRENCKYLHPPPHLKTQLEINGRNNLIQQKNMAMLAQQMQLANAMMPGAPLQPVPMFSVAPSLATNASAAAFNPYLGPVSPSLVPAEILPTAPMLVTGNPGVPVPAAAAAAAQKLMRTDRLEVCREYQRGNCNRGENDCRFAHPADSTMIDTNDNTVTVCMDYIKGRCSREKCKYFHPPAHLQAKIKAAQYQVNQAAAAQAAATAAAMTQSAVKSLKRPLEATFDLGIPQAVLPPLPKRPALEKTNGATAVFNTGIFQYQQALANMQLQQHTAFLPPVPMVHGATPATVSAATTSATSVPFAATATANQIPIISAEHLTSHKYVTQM
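Compounds (final 92 nM to 58 uM) are added to His-tagged MBNL1 and biotin-(CUG)12, then terbium anti-His antibody and streptavidin-XL665 (5 nM final). After 60 min at room temperature, the 665/545 nm ratio is read.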
NPC1 promoter act: NPC1 promoter activation. Potency, µM (highest dose often 9.22 µM), for inactives: at the highest dose activation, hits mostly activators. Huh7 NPC1 promoter luciferase reporter, 24 h. AID 485313. 320,000 compounds, 2.4% hits;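 note: % of control where 0% means no effect; nearly all actives have a fitted effect of over 60% in size; reporter is driven by a mutant NPC1 promoter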
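Luciferase expression driven by the NPC1 promoter was measured in stably transfected Huh7 cells after a 24 h compound incubation, using a luciferase reagent and a luminescence read.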
uPA generation: blocks generation of uPA at the cell surface | 330,000 compounds, 0.31% hits | AID 540303 | Potency, µM (top dose mostly 38.3 µM), for inactives: at the highest dose activity change, negative = inhibition, hits mostly inhibitors | cell surface uPA generation assay, qHTS; active = well fitted inhibition curve with a large enough effect; inconclusive = small, poorly fitted or top-dose-only effect; inactive = no such curve, though single readings can be large or run the other way; tested in mouse RAW 264.7 cells; note: % is set by controls: 0 for no effect and ±100 for the full control effect; nearly all actives have a fitted effect of over 55% in size
BRCA1 expr up: increases BRCA1 expression. MCF7-BRCA1-FFLuc reporter, luminescence, 48 h; response scale: scaled: vehicle 0%, 10 µM genistein 100%. Potency, µM (doses to about 46.1 µM), for inactives: at the top dose activation, hits mostly activators. 380,000 compounds, 1.1% hits. AID 624202; note: nearly all actives have a fitted effect of over 80% in size; some results filed as inactive show a strong effect at the top dose
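Using MCF7 cells harboring a BRCA1 firefly luciferase reporter, plated 2 h before compound pinning, the screen measured luminescence after 48 h incubation. Responses were normalized to DMSO and 10 microM genistein, then fitted for concentration-effect.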
Gal4-VP16 FLuc: inhibits Gal4-VP16 luciferase reporter, ROR gamma counter-screen. 310,000 compounds, 3.5% hits. Potency, µM (series often up to 53.6 µM), without a hit: top-dose activity, negative = inhibition, hits mostly inhibitors. Drosophila S2 Gal4-VP16 UAS-luciferase, luminescence, 20 h;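 note: Gal4-VP16 expression switched on by copper sulfate through the metallothionein promoter; % is set by controls: 0 for no effect and ±100 for the full control effect; nearly all actives have a fitted effect of over 50% in size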
The depositor's hits bear a star; ? = inconclusive; . = no result given; [ ] = remark or other dose. Unless noted, calls come from the whole dose curve; as a rule, active = well fitted curve in the direction sought with a large enough effect; inconclusive = small, poorly fitted or top-dose-only effect, or another doubt; inactive = no such curve, though single readings can be large; an effect the other way counts as inactive or inconclusive. Potency is the fitted concentration of half-maximal effect. These rows are one share of the data; the hit share may differ from the screen's.

SMILES | MLL CXXC-DNA inh | p53 reactivator | Rab9 prom act | RORg inh | FLuc modulator | ELG1 genotox | MBNL1 CUG block | NPC1 promoter act | uPA generation | BRCA1 expr up | Gal4-VP16 FLuc
CCCCCCSc1ncc(C#N)c(N)n1 | -0.8% | ? | 14.3% | 1.3% | ? | 1.3% | 93.8%[activator] | 19.5% | -4.0% | 89.9% | -1.5%
NS(=O)(=O)c1cccc(NC(=O)CSc2ncc(C(F)(F)F)cc2Cl)c1 | 3.7% | -12.4% | -13.8% | 5.4% | -12.6% | -1.2% | -1.5% | -5.7% | -3.3% | -4.2% | -2.6%
COC(=O)C1=C(SC)N(c2ccccc2)C(c2ccccc2)CC1=O (configuration not stated) | -6.1% | -12.5% | 1.2% | 2.1% | -0.4% | -4.4% | -14.7% | -2.7% | 3.1% | 6.7% | -2.5%
CCOCCN(C(=O)c1ccccc1Cl)c1cccc(C)c1C | -13.7% | -4.6% | 0.4% | -38.0% | 4.1% | -0.1% | -9.7% | -2.4% | -5.5% | -22.6% | 6.6%
Cc1ccccc1N1CC(C(=O)NC2CCCC2)CC1=O (configuration not stated) | -5.5% | 3.1% | 3.7% | -39.8% | -0.5% | 0.3% | 0.9% | -0.3% | -0.4% | 40.3% | ?
COCc1ccc(CN2CCC(C(=O)Nc3cccc(-c4cscn4)c3)CC2)o1 | 15.6% | -0.6% | -4.8% | -34.5% | -2.0% | -10.6% | 3.4% | 3.6% | 3.4% | -21.3% | ?
CC(C)[C@H]1C(=O)Nc2ccccc2N1C(=O)N[C@@H](Cc1ccccc1)C(=O)N[C@@H](Cc1ccccc1)C(=O)O | -5.2% | 8.4% | -2.7% | 21.5% | 2.4% | -0.7% | -1.0% | -3.9% | 0.1% | 6.4% | -6.1%
CC(C)CCn1cnc2c1c(=O)n(C)c(=O)n2C | 4.4% | -11.1% | 0.1% | -5.1% | -0.9% | -2.8% | 3.9% | 2.2% | -3.5% | -3.1% | -8.5%
O=C(Nc1ccc([N+](=O)[O-])cc1)c1cccc(S(=O)(=O)Nc2cccnc2)c1 | 12.5% | 5.5% | -6.1% | 11.1% | -12.3% | -5.6% | ? | 2.0% | 1.1% | -6.2% | -6.8%
COC(=O)C1=C(C)N(c2ccc(OC)c(OC)c2)C(=O)C1 | 8.9% | 0.0% | -0.9% | -40.8% | -1.2% | 0.7% | -5.1% | 13.3% | ? | 14.6% | 0.9%
OCCCNc1nc(-c2ccccc2)c2cc(Br)ccc2n1 | ? | -4.1% | 9.6%[1.84 µM] | 8.2% | -1.4% | 2.1% | 80.1%[activator] | -4.1% | -8.5% | -37.3% | 7.9%
CC(=O)n1cc(/C=N/NC(=O)c2ccc(Cl)cc2)c2ccccc21 | -0.4% | ? | 22.9% | ? | 3.38µM* | 7.6% | 6.4% | 29.0% | -14.5% | ? | ?
CCCn1c(CN2CCN(C(=O)OCC)CC2)nc2cc([N+](=O)[O-])ccc21 | 45.5%[activator] | -0.9% | -5.9% | -2.4% | -0.9% | -8.9% | ? | 2.4% | -12.9% | -34.0% | -3.1%
Cc1ccc(S(=O)(=O)N(C)C)cc1NC(=O)CCCNC(=O)c1ccc(Cl)cc1 | 1.3% | -5.9% | -7.0% | 9.8% | -4.1% | -8.6% | 0.9% | -1.9% | 0.6% | -21.1% | 4.1%
CCOc1cc(OCC)cc(C(=O)NCCCN2CCOCC2)c1 | 15.2% | -1.7% | -6.9% | -2.7% | -3.0% | 2.4% | -6.0% | -0.8% | -4.1% | 0.1% | -2.0%[10 µM]
Cc1ccc2nc3ccc(N4CCN(C)CC4)nn3c(=O)c2c1 | -3.5% | 16.2% | 3.55µM* | -35.2% | 6.01µM* | ? | ? | 1.58µM* | -2.6% | ? | ?
Cc1cc(C(=O)NNC(=S)NCc2ccco2)n(C)n1 | -1.0% | -1.4% | -0.7% | -37.8% | 6.0% | 4.6% | 1.4% | -0.4% | 2.4% | 65.9% | -15.3%
Nc1ccc(NS(=O)(=O)c2ccccc2)cc1 | 3.8% | 2.7% | 1.0% | 3.7% | -2.1% | 0.6% | 1.9% | 0.1% | 11.7% | 0.5% | -5.0%
Cc1ccn2c(=O)nc(SCC(=O)NCc3ccc(F)cc3)nc2c1 | . | 7.6% | 1.2% | . | -5.1% | 2.5% | . | 5.0% | -2.3% | -5.3% | .
CCN(C(=O)COC(=O)CSc1ccc(C)c(C)c1)C1CCS(=O)(=O)C1 (configuration not stated) | 4.2% | 0.0% | -2.9% | 12.1% | 1.6% | -11.7% | -8.0% | 1.3% | 4.9% | -2.7% | -3.1%
CCCCN(C(=O)/C=C/c1ccco1)c1c(N)n(CC(C)C)c(=O)[nH]c1=O | 3.5% | -3.6% | 1.7% | -19.1% | -2.4% | 4.1% | 0.2% | -0.8% | 1.5% | 0.0% | -4.0%
CN1CC2CCCC3(C1)C(=O)NC1(CCCCC1)N=C23 (configuration not stated) | 4.8% | 4.4% | -2.2% | 14.3% | 3.7% | -0.4% | -5.6% | -0.2% | 4.2% | -4.4% | -19.6%
CSc1ncccc1C(=O)OCC(=O)N1CCN(S(=O)(=O)c2ccc(C)cc2C)CC1 | . | -4.9% | -4.1% | . | -1.0% | -1.0% | . | -1.4% | -5.3% | -23.4% | .
CC(=O)Nc1cccc(C(=O)NC2CCCc3c2cnn3-c2ccc(C(C)(C)C)cc2)c1 (configuration not stated) | 6.2% | 19.2% | -0.4% | ? | ? | -11.5% | -0.5% | 0.4% | 6.7% | -1.5% | -25.8%
Cc1csc(NC(=O)c2sc3nc(-c4cccs4)ccc3c2N)n1 | ? | -8.9% | -36.6%[inhibitor] | 10.9% | 3.79µM* | ? | 35.1%[activator] | -30.9%[inhibitor] | -11.9% | 1.7% | 3.7%
CCCc1cc(=O)n2[nH]c(-c3cccc(Br)c3)cc2n1 | 11.5% | 5.7% | ? | 8.4% | 5.36µM* | ? | 9.2% | 2.82µM* | -3.5% | 45.2% | -19.9%
Cc1[nH]c2ccccc2c1/C=N/NC(=O)Cc1cccs1 | 0.9% | -0.9% | 0.9% | -3.1% | ? | 3.8% | 16.9% | -2.0% | -2.1% | 7.6% | -13.0%
CCOC(=O)c1sc2ccc(S(=O)(=O)N3CCCCC3)cc2c1N | -2.1% | -22.8% | 2.1% | ? | 2.6% | -4.9% | ? | 1.1% | . | -72.6% | -7.4%
Cc1ccc(C)c(NC(=O)CCC(=O)N/N=C/c2cc([N+](=O)[O-])ccc2O)c1 | -1.1% | 7.2% | 0.3% | 5.62µM* | 0.2% | 1.1% | ? | -5.4% | -3.2% | -39.3% | ?
Cc1ccc(C)c(OCC(=O)Nc2ccc(S(=O)(=O)N3CCN(C)CC3)cc2)c1 | -9.4% | -0.1% | 1.5% | -6.1% | -1.5% | -5.3% | 16.4% | -3.1% | 2.9% | -34.6% | -12.7%
CCOC(=O)c1[nH]c(C)c(C(=O)OCc2ccc(C)cc2)c1C | -2.2% | 3.2% | -0.3% | -0.8% | 1.1% | -0.3% | -4.2% | -4.6% | 4.2% | 0.4% | -1.5%
N#Cc1cccc(C(=O)OCc2cccc(S(=O)(=O)N3CCOCC3)c2)c1 | . | 4.1% | -1.0% | . | 3.7% | -0.4% | . | 1.2% | 9.5% | 14.4% | .
O=C(NCc1ccc2c(c1)OCO2)C1CCCN1C(=O)Nc1ccc(F)cc1 (configuration not stated) | -1.2% | -0.2% | 2.1% | 6.5% | -2.2% | -0.9% | -13.0% | -0.8% | -1.6% | 4.4% | 5.9%
CCCCc1nnc(NC(=O)c2nc3nccc(C)n3n2)s1 | 3.6% | 2.7% | -9.4% | -33.1% | -14.9% | -2.9% | 1.8% | -7.0% | 2.4% | -8.8% | 16.0%
CCN1CCN(C(=O)CN(C)S(=O)(=O)c2cc(C)ccc2OC)CC1 | 1.8% | 1.4% | -0.7% | -3.1% | -0.7% | 5.4% | 7.2% | -0.5% | -1.2% | -1.6% | 8.8%
Cc1ccc(-n2c(C)nc3c(cnn3-c3ccc(F)cc3)c2=O)cc1 | -0.7% | 3.8% | -16.2% | -23.3% | -17.6% | -10.8% | -0.5% | -14.9% | 0.6% | -20.6% | 8.91µM*
Cc1ccc(NC(=O)OCc2cc(-c3ccccc3)on2)cc1 | 10.0% | 16.9% | 18.7% | 12.0% | ? | 14.9% | -7.4% | 14.2% | 0.4% | ? | 5.1%[10 µM]
O=C(NCS(=O)(=O)c1ccccc1)c1ccccc1 | 4.9% | 2.0% | 6.9% | -15.8% | -18.3% | -3.3% | 3.9% | 16.3% | -6.1% | 6.4% | -0.2%

Screening data deposited in PubChem BioAssay by National Center for Advancing Translational Sciences (NCATS).
